From PubChem
Neddylation inh: cullin neddylation inhibition; P61081+Q13564; TR-FRET cullin neddylation, biochemical; calls only at 25 µM; actives 0.58% (n = 360,000); AID 651699; in the data active = inhibition above about 36%
SKN-1 inh: C. elegans SKN-1 inhibition. C. elegans VP596 Pgst-4::GFP/RFP ratio, acrylamide-induced, 24 h. inhibition, % at 21.8 µM. actives 0.49% (n = 360,000);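 active = interference check ratio from 0.5 to 1.5 plus GFP to RFP signal ratio inhibition reaching or exceeding a fixed threshold, cut at about 30% in these data, passing the limit was not always enough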; also: some compounds called inactive have numbers as strong as hits
FAS TE block: inhibitors of human fatty acid synthase thioesterase domain; P49327; recombinant FAS-TE, OMFH fluorogenic substrate, fluorescence endpoint; inhibition, % at 15 µM; actives 0.67% (n = 360,000);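 active = compounds whose normalised, plate-corrected inhibition of enzyme fluorescence in the single-dose primary screen is 50% or more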;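 also: 0% = DMSO with enzyme and 100% = substrate without enzyme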
CSN inh: CSN deneddylation inhibition. Q92905. Purified CSN, SCF-Nedd8-OG deneddylation, fluorescence polarization. inhibition, % at 12.5 µM. actives 0.38% (n = 360,000). AID 651999;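 active = pattern-corrected inhibition above about 35%, with an unprinted fluorescence ratio check between 0.5 and 1.5, limit read from the data, passing the limit was not always enough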;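 also: 0% = enzyme with substrate and 100% = substrate without enzyme; some results filed as inactive read as strong as hits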
Target sequence (Q92905 whole entry, looked up, one chain of several): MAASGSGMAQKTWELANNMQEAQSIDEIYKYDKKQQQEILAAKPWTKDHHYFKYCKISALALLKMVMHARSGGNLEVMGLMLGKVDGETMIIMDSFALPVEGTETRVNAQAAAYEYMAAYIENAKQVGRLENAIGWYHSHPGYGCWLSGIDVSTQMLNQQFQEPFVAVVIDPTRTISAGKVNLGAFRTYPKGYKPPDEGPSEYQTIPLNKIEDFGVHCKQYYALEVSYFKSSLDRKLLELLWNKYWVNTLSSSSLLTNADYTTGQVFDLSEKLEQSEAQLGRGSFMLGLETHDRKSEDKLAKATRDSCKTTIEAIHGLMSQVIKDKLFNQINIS
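Material: purified human Csn5 enzyme expressed in HEK293T cells / Medium: Tris buffer pH 7.5, NaCl, DTT, Tween-20, trehalose, ovalbumin / Compound dosing: 12.5 µM single point / Schedule: 90 min incubation of compound, enzyme and substrate at room temperature / Signal: fluorescence polarization of the substrate / Control set: no-enzyme wells high, enzyme-with-substrate wells low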
NadD inh: blocks S. aureus nicotinate mononucleotide adenylyltransferase; purified NadD enzyme, colorimetric absorbance read-out; inhibition, % at 20 µM; actives 0.78% (n = 360,000); AID 602399; in the data active = inhibition above about 26%; also: some compounds past the cut are filed as inactive
MT1-MMP act inh: MT1-MMP (human) activation inhibition; HT1080 RFP-PRO-GFP cells, GFP/RFP ratio fluorescence, overnight; percent of plate control window, DMSO zero; GFP/RFP ratio change, % at 20 µM; actives 0.061% (n = 360,000); AID 651647;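 active = GFP/RFP ratio change of at least 30% with cell ATP level not reduced by more than half and red fluorescence within 50% of control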; also: strong numbers were not always called active
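Material: RFP-PRO-GFP reporter HT1080 cells. Dosing: single-point 20 µM compound, 1% DMSO. Controls: DMSO and RFP-L50D-GFP cell wells. Timing: cells overnight before dosing, compound overnight, 37 °C, 5% CO2. Measure: GFP/RFP fluorescence ratio.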
Rin1-Abl PPI inh: human Rin1-Abl interaction inhibition; TR-FRET Rin1/Abl binding, biochemical; inhibition, % at 7.35 µM; actives 0.4% (n = 360,000); P00519+Q13671; in the data active = inhibition above about 5%, passing the limit was not always enough
Rpn11 inh: inhibitors of human proteasome Rpn11; O00487; human 26S proteasome, Ub4-pepOG fluorescence polarization; 20S core pre-blocked with epoxomicin; calls only at 20 µM; actives 0.59% (n = 360,000); AID 588493;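 active = inhibition at 20 µM, scaled to each plate's controls, above about 33%, limit read from the data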
Target sequence (O00487 whole entry, looked up): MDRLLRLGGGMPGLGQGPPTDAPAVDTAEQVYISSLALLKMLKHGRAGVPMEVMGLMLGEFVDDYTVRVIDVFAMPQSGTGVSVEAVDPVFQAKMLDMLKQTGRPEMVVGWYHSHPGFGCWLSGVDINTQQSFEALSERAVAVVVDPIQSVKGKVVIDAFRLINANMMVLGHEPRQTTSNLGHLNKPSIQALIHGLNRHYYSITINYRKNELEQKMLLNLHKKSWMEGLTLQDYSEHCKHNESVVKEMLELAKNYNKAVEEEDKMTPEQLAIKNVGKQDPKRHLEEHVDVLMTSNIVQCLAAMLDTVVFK
PABP1 MLLE inh: inhibitors of microRNA-mediated deadenylation, human PABP1 MLLE binding. GST-MLLE / FITC-PAM2 fluorescence polarization. inhibition, % at 20 µM. actives 0.36% (n = 360,000). AID 588489; in the data active = inhibition above about 35%, passing the limit was not always enough;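 also: plate controls were DMSO wells with GST-MLLE for no effect and wells lacking GST-MLLE protein for full effect; some results filed as inactive read as strong as hits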
* marks the source's active call; other numbers are inactive results; i = inactive; . = no result given.

Results follow in this order: Neddylation inh	SKN-1 inh	FAS TE block	CSN inh	NadD inh	MT1-MMP act inh	Rin1-Abl PPI inh	Rpn11 inh	PABP1 MLLE inh
C/C(=N\NC(=O)c1c([N+](=O)[O-])c(C)nn1C)c1ccc(NC(=O)c2ccc(C)o2)cc1
  i	7.7	-0.7	-1.5	3.3	3.7	-1.1	i	8.0
Cc1ccc(NCC(=O)N/N=C\C(Br)=C\c2ccccc2)cc1
  i	10.7	2.4	2.6	15.7	-1.7	0.8	i	12.7
COC(=O)c1cc(C(=O)OCC(=O)N2c3ccccc3NC(=O)C2(C)C)cc([N+](=O)[O-])c1
  i	2.1	34.6	2.7	-0.3	-8.9	2.7	i	2.5
O=C(NCCc1ccc(Cl)cc1)C1(c2ccccc2)CC1
  i	0.1	6.0	-2.5	-5.0	-0.1	-2.3	i	0.2
CC1CCN(C(=O)c2[nH]cnc2C(=O)N2CCN(C(=O)OC(C)(C)C)CC2)CC1
  i	-13.4	-15.3	-3.3	-2.0	-0.4	1.8	i	0.0
COc1ccc(/C=N/NC(=O)c2ccco2)cc1Cn1nc(C)cc1C
  i	8.2	-10.0	3.4	3.6	-8.5	-0.8	i	-7.3
CCCn1c(N)c(N(CCOC)C(=O)c2cccc(F)c2)c(=O)[nH]c1=O
  i	13.7	-3.1	1.7	4.2	.	0.2	i	-8.9
COc1ccc(Br)c(C(=O)Nc2cccc(Cl)c2Cl)c1
  i	4.2	8.1	0.5	-3.8	5.6	0.7	i	3.4
CCCN1CCc2[nH]c(=S)[nH]c(=O)c2C1
  i	9.2	-7.7	-2.2	-6.1	0.5	-1.1	i	46.9*
CCCNC(=O)CN1C(=O)NC2(CCCc3cc(OC)ccc32)C1=O (stereo not given)
  i	-17.1	-5.1	-4.5	-3.3	-3.5	1.6	i	-9.3
Cc1cccc(N2CCN(C(=O)COCc3cc(-c4ccc5c(c4)OCO5)on3)CC2)c1C
  i	3.0	15.6	1.6	15.6	0.2	-1.2	i	-2.8
COc1cc2c(cc1OC)C(c1cccc([N+](=O)[O-])c1)N(C(=O)CCC(=O)O)CC2 (stereo not given)
  i	4.1	-1.4	0.5	0.3	1.2	1.9	i	7.0
CCCCCCC(C)n1[nH]c(=O)cc1N (stereo not given)
  i	11.6	-2.0	5.6	-3.1	0.3	0.6	i	-5.4
NC(=O)CSc1nnc(COc2ccccc2)n1N
  i	13.7	-4.3	-5.6	-2.4	-1.8	-1.3	i	-6.4
C[C@@H]1O[C@@H](O[C@H]2[C@H](O)[C@@H](O)[C@H](Oc3c(-c4ccc(O)c(O)c4)oc4cc(O)cc(O)c4c3=O)O[C@@H]2CO)[C@H](O)[C@H](O)[C@H]1O
  i	8.3	-8.0	3.1	1.4	0.5	10.9*	i	4.0
O=C(C[C@H]1C[C@H](C(=O)N2CCCCC2)[C@@]2(CCc3ccccc3)c3[nH]c4ccc(Cl)cc4c3CCN2C1=O)NCc1ccco1
  i	3.4	35.4	4.3	19.6	-17.3	-3.3	i	8.6
Cc1cc(C)cc(C(=O)NCc2ccc3c(c2)OCO3)c1
  i	-0.4	4.0	-1.2	-6.1	-1.2	1.1	i	2.0
COc1ccc(Cl)cc1NC(=O)C1CCCN(S(=O)(=O)c2cccc3nonc23)C1 (stereo not given)
  i	-14.2	13.9	8.5	3.2	5.9	-5.0	i	-15.6
CCC(=O)NC(c1ccccc1)c1c(OC(C)=O)ccc2ccccc12 (stereo not given)
  i	-8.6	0.1	1.4	-6.0	-17.0	-0.1	i	-5.8
CCCCN(C(=O)CSCC(=O)Nc1ccc(C)cc1)c1c(N)n(CC(C)C)c(=O)[nH]c1=O
  i	-13.2	-2.2	0.6	-1.8	1.7	5.3	i	-10.3
CCn1ccnc1CN(C)C(=O)c1cc(COc2ccc(OC)c3ccccc23)on1
  i	6.6	5.4	-1.0	2.0	-2.9	-2.2	i	-3.3
O=C(CSc1ncccn1)Nc1ccc(S(=O)(=O)N2CCCCC2)cc1
  i	-13.7	-12.2	-1.8	-4.6	-4.3	6.2	i	4.4
CC(NC(=O)c1ccccc1)C(=O)NNC(=O)c1ccccc1Cl (stereo not given)
  i	5.5	-6.5	0.5	0.4	-0.7	0.8	i	4.7
O=C(N/N=C/c1cccs1)c1n[nH]c2c1CCC2
  i	-3.2	-10.3	-11.0	-1.2	-4.1	0.3	i	-3.4
O=C(Nc1nnc(S(=O)(=O)Nc2ccccc2)s1)c1ccccc1Cl
  i	0.8	-2.4	-1.8	-4.9	-4.5	5.0	i	-17.5
COc1ccc(C2C(C(C)=O)=C(O)C(=O)N2c2nccs2)c(OC)c1 (stereo not given)
  i	2.2	-8.5	-4.5	0.9	2.3	-1.3	i	-4.4
OCC[C@H]1C[C@@H](O)[C@H](O)[C@]2(OCCc3ccccc32)O1
  i	8.0	-16.1	-3.2	-2.6	-0.3	0.9	i	7.2
O=C(OCc1cccc(F)c1)c1ccc2c(c1)-c1ccccc1C2=O
  i	31.6	30.9	-0.4	-3.7	10.4	-2.8	i	-11.2
O=C(COc1ccc(Cl)cc1)OCc1ccc(Cl)cc1
  i	-1.0	31.6	2.6	5.3	1.0	-1.2	i	8.0
Cc1ccc(C(=O)C2CCN(CC(=O)NC3CCCCC3)CC2)cc1
  i	-2.9	-3.3	2.7	-2.8	-0.3	0.0	i	-10.4
CC1(C)CC(=O)C2=C(C1)NC(=O)CC2c1ccccc1F (stereo not given)
  i	7.8	-5.2	-4.1	-2.1	-0.1	-2.1	i	-8.5
O=C(N[C@H]1CC[C@@H](CCNS(=O)(=O)c2ccccc2Cl)O[C@@H]1CO)c1ccccc1
  i	-2.7	.	-1.1	.	-2.2	.	.	.
O=C(O)CC/C(=N/Nc1ncc(C(F)(F)F)cc1Cl)C(=O)O
  i	-3.9	-9.4	-3.0	-3.4	-1.9	1.2	i	7.4
CCCCSc1nc(C)[nH]c1[N+](=O)[O-]
  i	10.9	-8.3	3.3	0.8	2.4	1.3	i	2.7
CCO[C@@H]1OC(C(N)=O)=C[C@H](c2cn(C(C)=O)c3ccccc23)[C@H]1CCCO
  i	7.1	-10.2	-1.8	-4.6	3.0	4.8	i	3.8
CCN(C[C@H]1N[C@@](C)(C(=O)OC)[C@H]2C(=O)N(C)C(=O)[C@@H]12)S(=O)(=O)c1ccc(OC(F)(F)F)cc1
  i	-6.6	-9.6	-3.0	2.9	-1.7	2.8	i	-1.3
c1ccc(-c2csc3ncnc(N4CCOCC4)c23)cc1
  i	4.1	-3.0	-1.7	5.9	-6.8	2.8	i	3.9
COC(=O)Cc1c(C)c2c(O)cc(C)cc2oc1=O
  i	1.7	-2.5	-3.7	0.6	1.9	-27.4	i	0.0
COc1cc(O)oc1C=Nc1ccccc1
  i	3.6	-8.7	6.4	-1.9	-0.1	-2.2	i	-6.2
O=C(N/N=C/c1ccoc1)c1ccc([N+](=O)[O-])cc1
  i	-10.8	3.8	3.4	-2.7	2.0	-1.9	i	-2.0
O=C(O)CSc1nc2c(c(=O)[nH]1)CCCC2
  i	8.9	-7.1	-3.7	-3.0	1.6	-0.3	i	18.2
COc1ccccc1OCCNC(=O)Nc1ccc(Br)cc1
  i	5.1	5.3	-1.8	-11.9	7.3	-3.3	i	5.7
CCC1CCCCN1Cc1ccc(N)cc1 (stereo not given)
  i	8.2	-6.5	2.7	-8.7	-2.2	2.6	i	-1.7
CC(=O)NNC(=O)c1sc(=S)n2c1[nH]c(=O)c1sccc12
  i	0.4	8.0	6.6	2.1	-13.6	-3.0	i	34.0
Cc1cc(-c2nnc(SCC(=O)Nc3ccc(Cl)cn3)n2N)n[nH]1
  i	-3.5	-2.7	-2.8	3.2	-0.1	1.8	i	-8.2

Complete entries from above. Values in the order: Neddylation inh, SKN-1 inh, FAS TE block, CSN inh, NadD inh, MT1-MMP act inh, Rin1-Abl PPI inh, Rpn11 inh, PABP1 MLLE inh
Shown for `O=C(N/N=C/c1ccoc1)c1ccc([N+](=O)[O-])cc1` = i, -10.8, 3.8, 3.4, -2.7, 2.0, -1.9, i, -2.0
Shown for `O=C(O)CSc1nc2c(c(=O)[nH]1)CCCC2` = i, 8.9, -7.1, -3.7, -3.0, 1.6, -0.3, i, 18.2
Shown for `O=C(O)CC/C(=N/Nc1ncc(C(F)(F)F)cc1Cl)C(=O)O` = i, -3.9, -9.4, -3.0, -3.4, -1.9, 1.2, i, 7.4

Later entries:
Results follow in this order: Neddylation inh	SKN-1 inh	FAS TE block	CSN inh	NadD inh	MT1-MMP act inh	Rin1-Abl PPI inh	Rpn11 inh	PABP1 MLLE inh
COC(=O)[C@@]12C[C@@H](CC(=O)NCc3cccs3)C(=O)N(CCc3ccc(OC)c(OC)c3)C1=CCC(C)(C)C2
  i	3.4	.	-3.0	.	5.4	.	.	.
Cc1ccc(NC(=O)CSCC(=O)N(C)Cc2ccc(Cl)c(Cl)c2)cc1
  i	2.1	27.2	-0.4	-3.7	-0.9	6.9	i	-0.8
O=C(O)c1ccc(OC2CSC2)cc1
  i	-1.7	-6.0	10.6	2.6	0.1	-1.2	i	-1.1
Cc1ccc(C)c(S(=O)(=O)N2CCCC2CNC(=O)C(=O)NCc2ccco2)c1 (stereo not given)
  i	-3.2	-1.3	0.3	-7.4	-3.0	3.4	i	5.4
Cc1ccc(-n2c(C)n[nH]c2=S)cc1
  i	8.2	-5.5	2.4	2.6	1.6	-4.2	i	-10.1
CCOC(=O)c1c(C)nn(Cc2cccc(Cl)c2)c1N
  i	5.2	-2.4	1.7	2.6	-3.7	-3.5	i	-2.4
CCCCC#Cc1ccc2c(c1)COc1c3ccccc3nn1-2
  i	1.9	23.9	-4.7	9.3	2.7	0.9	i	-13.2
CCNC(=O)NC(=O)COC(=O)CCCSc1nc2ccccc2[nH]1
  i	-18.9	-13.7	4.5	1.7	-1.9	3.5	i	-14.3
O=C(CSc1nnc(C2COc3ccccc3O2)o1)N1CCCC1 (stereo not given)
  i	-7.9	-9.6	-3.8	-0.3	-3.5	-1.2	i	39.2*
CCOc1ccc(CCNC(=O)c2cc3sccc3n2CC)cc1OCC
  i	2.8	13.8	-5.6	-9.6	8.3	2.0	i	6.1
COc1ccc(-c2cc(Nc3ccccc3NC(=O)C(F)(F)F)n(CCC#N)n2)cc1
  i	13.1	0.5	4.9	-4.4	4.1	1.2	i	-1.6
COc1cc(C(=O)Nc2cccc(C)n2)ccc1OCC(=O)N1CCOCC1
  i	-7.7	-7.6	-4.5	-3.8	1.0	-1.5	i	-6.6
COc1ccc(N2CCN(C(=O)CCc3cc(OC)c(OC)c(OC)c3)CC2)cc1
  i	0.0	-4.9	-0.8	-3.2	1.5	-0.6	i	-2.8
Cc1ccc2nc(SCC(=O)NCc3ccco3)c(C)cc2c1
  i	-4.9	13.6	0.0	0.4	-1.6	-0.3	i	3.7
CC(C)Cc1nc2sc3c(=O)[nH]cnc3c2c2c1CCC2
  i	8.0	-3.6	-2.8	2.9	7.6	-27.2	i	-3.8
CC1=C2C3OC(=O)C(C)C3CCC2(C)C=CC1=NO (stereo not given)
  i	23.3	-3.8	-3.9	-3.7	0.2	-2.2	i	2.6
Cn1cccc1Cc1nnc(SCC(=O)NCCc2ccccc2)n1C
  i	10.7	-7.2	3.3	3.7	0.3	-0.6	i	6.8
